# EBV gp42 block: inhibitors of Epstein-Barr virus glycoprotein 42; Q1HVG2; Fluorescence polarization binding assay, mP read-out; inhibition, % (tested at 21.74 µM); 0.42% of 220,000 active; AID 1085; in the data active means inhibition above about 50%
# p97 ATPase inh: blocks human p97 ATPase activity; AID 1481; recombinant p97 ATPase, Kinase-Glo ATP luminescence, 3 h; 0.42% of 220,000 active; inhibition, % at 8 µM; in the data active means inhibition above about 15%;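 further: 0% = DMSO vehicle and 100% = wells lacking enzyme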
# NCF1 inh: p47phox (human) inhibition. P14598. p47phox/p22phox peptide binding, fluorescence polarization, 2 h. inhibition, % at 24.7 µM. 0.53% of 220,000 active. AID 1274;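 active means inhibition above about 30%, limit read from the data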;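 further: 0% = p47phox with labelled peptide and 100% = labelled peptide alone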
# Target sequence (P14598 whole entry, looked up): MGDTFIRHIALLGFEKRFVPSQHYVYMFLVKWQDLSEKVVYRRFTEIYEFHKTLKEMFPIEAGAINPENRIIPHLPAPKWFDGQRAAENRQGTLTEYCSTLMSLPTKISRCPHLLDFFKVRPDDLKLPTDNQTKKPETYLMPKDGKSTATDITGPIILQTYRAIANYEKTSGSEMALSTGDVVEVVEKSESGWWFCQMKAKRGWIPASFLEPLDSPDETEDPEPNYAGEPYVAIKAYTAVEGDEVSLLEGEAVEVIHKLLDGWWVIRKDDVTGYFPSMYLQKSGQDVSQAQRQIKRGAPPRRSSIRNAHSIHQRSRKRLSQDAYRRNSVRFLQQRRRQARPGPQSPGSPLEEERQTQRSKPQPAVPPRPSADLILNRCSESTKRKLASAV
# Tb hexokinase: blocks Trypanosoma brucei hexokinase 1 activity | recombinant TbHK1, G6PDH-coupled NADH A340 | inhibition, % at 10 µM | 0.11% of 220,000 active;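 active means inhibition of 50% or more in the single-dose primary screen; inactive means inhibition below 50%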
# m-calpain inh: inhibitors of pig calpain II; purified calpain II, fluorogenic peptide substrate, 30 min; inhibition, % at 16 µM; 0.37% of 220,000 active; AID 1236;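 active means inhibition above about 50%, limit read from the data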
# Runt-SMMHC FRET: Runt domain-CBFb-SMMHC interaction inhibition; inhibition, % at 20 µM; Q01196+Q13951; Cerulean-Runt/Venus-CBFb-SMMHC FRET ratio 530/480, 1 h; 0.74% of 220,000 active;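 active means mean inhibition across duplicate retests at 20 µM reaching about 50%, limit read from the data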;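 further: 0% = DMSO wells and 100% = wells with excess untagged CBFb-SMMHC; inhibitors lower the FRET ratio by blocking Runt binding to CBFb-SMMHC; some results filed as inactive read as strong as hits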
# Runt-CBFb FRET: inhibitors of human RUNX1 Runt domain binding to CBFb; Q01196+Q13951; Cerulean-Runt/Venus-CBFb FRET ratio 530/480, 1 h; inhibition, % at 20 µM; 0.46% of 220,000 active; AID 1496;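 active means inhibition over about 50% at 20 µM in the single-dose screen, limit read from the data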;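 further: 0% = DMSO wells and 100% = excess unlabeled CBFb competitor control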
#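 Buffer or medium: Tris pH 7.5 buffer with BSA. Assay system: Cerulean-labeled Runt domain protein. Amount: each fluorescent fusion protein 100 nM. Read-out basis: loss of energy transfer signal. Incubation: 1 h compound exposure, room temperature. Probe or stimulus: Venus-CBFb binding partner, 100 nM. Detection: FRET, excitation 422 nm, emission at 530 and 480 nm.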
# Furin inh: human furin inhibition. P09958. purified furin, fluorogenic substrate cleavage. inhibition, % at 30 µM. 0.061% of 220,000 active. AID 463115; in the data active means inhibition above about 25%; further: inactives centre near -15
# Target sequence (P09958 108-714 limits assumed): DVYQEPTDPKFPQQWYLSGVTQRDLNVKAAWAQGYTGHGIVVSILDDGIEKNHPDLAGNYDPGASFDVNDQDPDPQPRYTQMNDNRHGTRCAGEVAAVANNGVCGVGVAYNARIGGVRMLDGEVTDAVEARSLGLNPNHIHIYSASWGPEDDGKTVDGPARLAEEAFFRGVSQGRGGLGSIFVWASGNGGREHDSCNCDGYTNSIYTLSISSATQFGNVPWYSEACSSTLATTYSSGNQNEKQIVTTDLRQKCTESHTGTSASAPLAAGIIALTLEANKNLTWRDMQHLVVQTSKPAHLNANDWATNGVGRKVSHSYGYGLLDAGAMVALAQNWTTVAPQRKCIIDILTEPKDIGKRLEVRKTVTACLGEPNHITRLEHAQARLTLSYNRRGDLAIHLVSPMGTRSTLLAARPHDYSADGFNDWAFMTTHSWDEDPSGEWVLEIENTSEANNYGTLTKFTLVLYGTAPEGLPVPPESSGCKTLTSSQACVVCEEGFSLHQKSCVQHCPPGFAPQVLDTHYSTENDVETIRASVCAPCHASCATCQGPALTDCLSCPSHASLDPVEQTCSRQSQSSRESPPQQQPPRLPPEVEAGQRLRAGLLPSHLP
# RBBP9 inhibitor: human RBBP9 hydrolase inhibition. AID 1515. 0.2% of 220,000 active. recombinant RBBP9, FP-Rh probe fluorescence polarization. O75884. inhibition, % at 7.94 µM;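 active means inhibition above the campaign mean of all tested compounds plus 3 SD, cut at about 14% in these data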;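 further: plate controls were DMSO wells with RBBP9 for no effect and wells lacking RBBP9 protein for full effect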
#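 Measured by: FP readout at 525/598 nm; material: recombinant human RBBP9; also added: Serine-hydrolase probe FP-Rh, 375 nM pre-mixing; medium: Tris buffer pH 8.0, NaCl, Pluronic; replication: one well per compound; doses: one concentration, 7.94 µM nominal, 0.794% DMSO; timing: preincubation 30 min plus labeling 45 min at 25 °C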
# * hit, by the source's call; · = not tested or not shown; [ ] = another dose, or the depositor's remark.
SMILES,EBV gp42 block,p97 ATPase inh,NCF1 inh,Tb hexokinase,m-calpain inh,Runt-SMMHC FRET,Runt-CBFb FRET,Furin inh,RBBP9 inhibitor
CN(C)c1ccc(C2CC(=O)NC3=C2C(=O)CC(C)(C)C3)cc1 (stereo not drawn),7,1,-6,1,-13,14,6,-15,-7
C=CCNC(=O)NC(=O)COC(=O)c1ccccc1Sc1ccc(C(F)(F)F)cc1[N+](=O)[O-],-4,-1,6,8,18,0,-2,-2,3
C=CCn1c(-c2ccccc2)n[nH]c1=S,-30,2,-9,6,-9,-11,-6,-22[20 µM],0
CC(=O)Oc1ccc(C(=O)Nc2ccccc2C(=O)NCC(C)C)cc1,12,-1,-10,-4,17,1,-1,-7,1
COc1cccc(OC)c1C(=O)Nn1c(-c2cccc(C)c2)nc2ccccc2c1=O,-6,0,-8,-8,-5,-3,-63,-24,-1
Cc1c(NC(=O)C2CCCCN2S(=O)(=O)c2ccc(Cl)cc2)c(=O)n(-c2ccccc2)n1C (stereo not drawn),-18,-5,-4,-3,3,4,-1,-18,-2
NNC(=O)CN1C(c2ccccc2Br)=Nc2ccc(Br)cc2C1c1ccccc1 (stereo not drawn),-4,6,-9,-13,-11,-1,-5,-15,-13
COc1ccc(-n2cnc3cc(C(=O)NCCN4CCOCC4)ccc32)cc1,3,0,-8,-2,-26,0,0,-14,-11
O=C(CCNc1ccccc1)c1ccc2c(c1)OCO2,-6,3,4,-4,11,1,-2,-30,8
CNC(=S)Nc1ccc([N+](=O)[O-])cc1,-1,-5,-5,-13,8,-4,1,14,-3
CCC(C)[C@H](NC(=O)NCc1cccc(OC)c1)C(=O)O (stereo partly drawn),-7,6,0,4,-26,1,3,-16,5
Cc1ccc(C(=O)NC(=S)Nc2ccc(CN3CCCCC3)cc2)c(C)c1,0,0,-3,2,-5,2,-1,-18,-3
COc1ccc2[nH]c3c(=S)nc[nH]c3c2c1,-17,0,-2,-14,-46,8,12,-2,-7
COC(=O)c1ccc(CNC(=O)c2ccc(COc3ccccc3)cc2)cc1,-6,0,-5,24,9,-6,0,2,-2
COc1ccc(-c2csc(NC(=O)c3ccccc3NS(=O)(=O)c3ccc(F)c(F)c3)n2)cc1,-3,3,-58,-8,61*,-6,-4,5,-4
CCOC(=O)C1(Cc2ccccc2)CCCN(Cc2ccccn2)C1 (stereo not drawn),-17,1,-15,-3,-22,-1,0,-23,-2
CC1CCc2nn(CC(=O)NCCCN3CCCC3=O)cc2C1 (stereo not drawn),-5,·,-1,-4,15,-2,2,-20,·
O=C(Nc1ccc(F)cc1)N1CCC(c2nc3c(nnn3Cc3cccc(Cl)c3)c(=O)[nH]2)CC1,-17,4,2,-6,-41,1,-1,-25,-10
Cn1cnnc1Sc1ccc(C(=O)NCCC(c2ccccc2)c2ccccc2)cc1[N+](=O)[O-],-24,6,-12,-4,-31,-3,-8,-21,-8
O=C(N/N=C\c1cn(-c2ccccc2)nc1-c1ccccc1)c1ccc2c(c1)OCO2,0,-2,-13,-14,20,0,0,-17,-5
O=C(O)C1CC=CCC1C(=O)Nc1ccc(Oc2ccc(Cl)cc2)cc1 (stereo not drawn),-12,-1,-1,-7,-2,-1,-1,-16,-10
CC1(C2CC(C(F)(F)F)n3nc(C(=O)O)cc3N2)CC1 (stereo not drawn),3,4,-7,-1,-20,-1,-1,-31,-6
Cn1nccc1C(=O)Nc1ccc(OC(=O)c2ccnn2C)cc1,-26,0,0,-1,-9,-2,2,-13[20 µM],7
CCOc1ccc(C(O)C(CN2CCOCC2)c2ccccc2)cc1 (stereo not drawn),-6,-5,-4,-1,-31,2,2,-6[20 µM],-7
CN(Cc1ccccc1)C(NC(=O)c1ccccc1)C(Cl)(Cl)Cl (stereo not drawn),-13,1,-7,6,18,2,-1,-8,-5
# Following part:
SMILES,EBV gp42 block,p97 ATPase inh,NCF1 inh,Tb hexokinase,m-calpain inh,Runt-SMMHC FRET,Runt-CBFb FRET,Furin inh,RBBP9 inhibitor
Cn1c(SCc2nc3ccccc3c(=O)[nH]2)nnc1-c1ccco1,-19,7,0,1,11,-9,0,-1[20 µM],2
O=C(Nn1c(-c2ccc(Br)cc2)nc2ccccc2c1=O)c1cccnc1,-5,-4,6,5,43,0,-2,-2,-11
CC1CC(C)CN(S(=O)(=O)c2ccc(F)c(C(=O)Nc3ccc(Cl)cc3F)c2)C1 (stereo not drawn),-29,1,-1,4,-8,1,0,-9[20 µM],-6
Cc1cccc(/C=C/C(=O)c2ccc(N3CCOCC3)cc2)c1,7,-5,-4,-5,53*,-8,-7,3,-4
Cc1ccc(OC(=S)Nc2ccc(O)cc2)cc1,-4,6,-3,-3,26,-3,13,-21[20 µM],11
O=C(Cc1ccccc1)N/N=C/c1ccccn1,·,-3,·,4,·,·,·,-9[20 µM],-9
Cn1cc(/C=C2\SC(=S)N(N3CCOCC3)C2=O)c2ccccc21,39,7,-31,-5,-11,-34,-2,-12,-6
Cc1cccc(N2CN(Cc3ccco3)CNC2=S)c1,5,3,-8,-5,-11,5,5,-15,-7
Cn1c(-c2ccccc2)cnc1NCc1cc2c(cc1[N+](=O)[O-])OCO2,2,2,0,0,17,-1,12,-7,-2
Cc1cc(C)nc(SCc2nnc(SCC(N)=O)o2)n1,-4,3,1,8,15,0,-2,-1,6
COc1ccc(NC(NC(=O)c2cccnc2)C(Cl)(Cl)Cl)cc1 (stereo not drawn),-15,-6,-14,10,16,3,1,-4,-2
COc1ccc2cc(C(=O)Nc3ccc(S(N)(=O)=O)cc3)sc(=O)c2c1OC,-7,0,-35,-11,-51,-4,1,-30,-22
CNC(=O)Nc1ccc(Cn2cc(C(F)(F)F)ccc2=O)cc1,-17,1,1,0,24,-7,2,-6,-6
COC(=O)C(NC(C)=O)(Nc1ccc(Br)cn1)C(F)(F)F (stereo not drawn),-15,1,-2,2,-16,0,0,-11,-6
COC(=O)c1cc(-c2ccc(Cl)cc2)n(-c2ccc(S(N)(=O)=O)cc2)n1,14,10,12,-2,9,1,-1,-23,-6
O=S(Cc1ccc(Br)cc1)Cc1nnc(SCc2ccc(Cl)cc2)n1-c1ccccc1 (stereo not drawn),3,0,-4,4,14,1,-4,-19[20 µM],-5
CN(C)c1ccc(-c2n[nH]c(=S)n2-c2ccccc2)cc1,-15,3,-9,-4,-97,26,9,-25,-7
c1ccc2c(N3CCCCC3)nc(N3CCOCC3)nc2c1,8,-1,-1,-6,-22,-6,0,-6,0
C#CCOc1nc2c(c(=O)n(C)c(=O)n2C)n1Cc1ccccc1,-11,3,-9,-3,8,0,0,-15,-8
CN(CCOc1ccccc1)c1ccc(S(=O)(=O)N2CCCCC2)cn1,6,-1,-16,0,7,1,-1,-17[20 µM],-7
O=C(CSc1nc2ccc(NC(=O)C3CCCCC3)cc2s1)NCC1CCCO1 (stereo not drawn),-11,2,-4,-4,-4,-2,-9,-8,-4
CCc1nnc(NC(=O)CSc2ccc(-c3ccccc3OC)nn2)s1,-6,1,1,4,-1,1,0,-30,-4
CCC(=O)NC(=S)Nc1c(C)cc(Br)cc1C,-10,1,-7,1,3,4,3,-6,-6
CCOC(=O)c1[nH]n(-c2ccc(Cl)cc2)c(=O)c1C,2,3,-11,33,12,-2,-1,-9,-7
CCOc1ccc(Cn2c(=O)sc3ccccc32)cc1,-8,-2,1,-13,13,-8,-1,-20,0
# Following part.
SMILES,EBV gp42 block,p97 ATPase inh,NCF1 inh,Tb hexokinase,m-calpain inh,Runt-SMMHC FRET,Runt-CBFb FRET,Furin inh,RBBP9 inhibitor
COC(=O)CN1C(=O)C2(C(C#N)=C(N)Oc3ccccc32)C2=C1CC(C)(C)CC2=O (stereo not drawn),-4,-4,-9,-7,-12,1,1,-13[20 µM],-3
COc1cccc(NC(=S)NCCc2ccccn2)c1,-10,3,-15,-4,-11,3,0,-15,-4
CCOC(=O)NCC(C)(C)CNC(=O)OCC,-19,2,1,-2,19,-2,0,-23[20 µM],-11
COc1ccc2nc3cccc(OC)c3nc2c1,26,4,5,0,22,-34,-6,-18,7
COc1ccc(C(c2nnnn2Cc2cccs2)N2CCN(c3ccccc3F)CC2)cc1OC (stereo not drawn),4,0,-11,-3,0,-10,-5,-17,-5
COc1ccc(NC(=O)N2CCCC(c3nc(-c4ccc(F)cc4)no3)C2)cc1 (stereo not drawn),15,2,-12,-3,2,0,-1,-24,-8
CCN(CC)S(=O)(=O)c1ccc(-c2nnc(SCC(=O)Nc3ccc4c(c3)OCO4)o2)cc1,-18,6,-23,22,0,-3,-2,-2,-1
CC(Cc1cccs1)NC(=O)c1cccc(Cl)c1 (stereo not drawn),-24,4,-11,3,3,0,-3,-23,-7

# Among those listed so far, 2 contain a thiophene ring, fused or not.
SMILES,EBV gp42 block,p97 ATPase inh,NCF1 inh,Tb hexokinase,m-calpain inh,Runt-SMMHC FRET,Runt-CBFb FRET,Furin inh,RBBP9 inhibitor
COc1ccc(C(c2nnnn2Cc2cccs2)N2CCN(c3ccccc3F)CC2)cc1OC (stereo not drawn),4,0,-11,-3,0,-10,-5,-17,-5
CC(Cc1cccs1)NC(=O)c1cccc(Cl)c1 (stereo not drawn),-24,4,-11,3,3,0,-3,-23,-7

# Sorted by value in m-calpain inh (descending): some entries from above.
compound,EBV gp42 block,p97 ATPase inh,NCF1 inh,Tb hexokinase,m-calpain inh,Runt-SMMHC FRET,Runt-CBFb FRET,Furin inh,RBBP9 inhibitor
COc1ccc2nc3cccc(OC)c3nc2c1,26,4,5,0,22,-34,-6,-18,7
CCOC(=O)NCC(C)(C)CNC(=O)OCC,-19,2,1,-2,19,-2,0,-23[20 µM],-11
CC(Cc1cccs1)NC(=O)c1cccc(Cl)c1 (stereo not drawn),-24,4,-11,3,3,0,-3,-23,-7
COc1ccc(NC(=O)N2CCCC(c3nc(-c4ccc(F)cc4)no3)C2)cc1 (stereo not drawn),15,2,-12,-3,2,0,-1,-24,-8
CCN(CC)S(=O)(=O)c1ccc(-c2nnc(SCC(=O)Nc3ccc4c(c3)OCO4)o2)cc1,-18,6,-23,22,0,-3,-2,-2,-1
COc1cccc(NC(=S)NCCc2ccccn2)c1,-10,3,-15,-4,-11,3,0,-15,-4
COC(=O)CN1C(=O)C2(C(C#N)=C(N)Oc3ccccc32)C2=C1CC(C)(C)CC2=O (stereo not drawn),-4,-4,-9,-7,-12,1,1,-13[20 µM],-3

# Source: PubChem BioAssay (several laboratories)

# Compounds were not picked by outcome. Share with any hit: about 2.7%.
